mIAP activ: mouse IAP activation | muIAP, CDP-Star luminescence, 30 min; stronger effect = higher value; 1 = vehicle-only enzyme signal, 0 = enzyme-free wells | activation factor at 10 µM | 330,000 tested, 0.24% active;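 active = activation factor of at least 2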; also: the source names both 10 and 20 µM as test concentration; values of inactives mirror those of a sister screen read the other way
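Assay system: mouse IAP enzyme / Compound: DMSO-dissolved test compounds / Timing: 30 min, room temperature / Measured by: luminescence from enzymatic CDP-Star hydrolysis / Control set: DMSO-only wells, enzyme-free buffer wells as negative control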
ATG4B inhibitor: inhibitors of human ATG4B cysteine protease; inhibition, % at 8.33 µM; 340,000 tested, 0.51% active; ATG4B cleavage of LC3-PLA2, NBD-HPC fluorescence, 1 h; Q9Y4P1; AID 504462; in the data active = inhibition above about 40%
hIAP block: blocks human intestinal alkaline phosphatase; P09923; purified IAP, CDP-Star luminescence, 30 min; inhibition, % at 10 µM; 330,000 tested, 0.12% active; AID 2544;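 active = inhibition reaching a set limit with compound at 10 µM in the primary screen, cut at about 35% in these data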;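 also: plate controls were DMSO wells with enzyme for no effect and no-enzyme buffer wells for full effect; values of inactives mirror those of a sister screen read the other way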
mIAP inh: blocks mouse intestinal alkaline phosphatase | 330,000 tested, 0.2% active | purified mouse IAP, CDP-Star luminescence, 30 min | inhibition, % at 10 µM | AID 2806;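 active = inhibition of at least 40% at 10 µM in the primary screen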;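 also: plate controls were DMSO with enzyme for no effect and no enzyme wells for full effect; values of inactives mirror those of a sister screen read the other way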
HKDC1 inhibitor: inhibitors of human hexokinase HKDC1 | AID 493160 | 340,000 tested, 0.16% active | inhibition, % at 20 µM | Q2TB90 | recombinant HKDC1, G6PDH/diaphorase resazurin coupled fluorescence;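 active = inhibition above about 35% when tested at 20 µM, limit read from the data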;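 also: plate controls were DMSO wells with enzyme for no effect and DMSO wells lacking enzyme for full effect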
Target sequence (Q2TB90 whole entry, looked up): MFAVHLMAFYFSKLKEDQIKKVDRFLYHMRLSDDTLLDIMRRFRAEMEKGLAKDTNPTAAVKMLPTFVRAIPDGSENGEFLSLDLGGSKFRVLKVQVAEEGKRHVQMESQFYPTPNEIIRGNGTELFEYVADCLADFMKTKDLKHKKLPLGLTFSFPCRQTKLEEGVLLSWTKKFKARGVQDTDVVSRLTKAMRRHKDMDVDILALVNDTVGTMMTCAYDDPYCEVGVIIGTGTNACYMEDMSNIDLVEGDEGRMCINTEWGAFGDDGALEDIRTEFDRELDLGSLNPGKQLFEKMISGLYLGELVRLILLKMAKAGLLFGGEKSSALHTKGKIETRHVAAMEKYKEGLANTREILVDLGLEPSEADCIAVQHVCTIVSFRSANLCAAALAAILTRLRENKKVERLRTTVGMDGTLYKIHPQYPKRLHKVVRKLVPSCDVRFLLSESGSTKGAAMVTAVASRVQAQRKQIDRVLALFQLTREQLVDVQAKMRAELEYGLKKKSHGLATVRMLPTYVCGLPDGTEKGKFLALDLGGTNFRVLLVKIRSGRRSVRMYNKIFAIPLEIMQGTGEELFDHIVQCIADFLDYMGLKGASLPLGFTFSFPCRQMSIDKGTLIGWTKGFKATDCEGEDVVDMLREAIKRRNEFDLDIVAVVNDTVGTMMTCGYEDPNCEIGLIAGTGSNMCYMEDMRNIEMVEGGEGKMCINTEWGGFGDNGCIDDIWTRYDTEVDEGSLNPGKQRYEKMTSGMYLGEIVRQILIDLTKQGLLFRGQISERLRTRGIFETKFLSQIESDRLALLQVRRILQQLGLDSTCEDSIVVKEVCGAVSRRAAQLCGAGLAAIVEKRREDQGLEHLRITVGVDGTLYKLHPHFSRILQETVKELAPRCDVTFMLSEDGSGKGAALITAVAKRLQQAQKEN
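Test system: Recombinant HKDC1 (HK5) hexokinase enzyme, produced in-house | Input: HKDC1 at 5 µg/mL | Buffer or medium: Tris pH 8.0 buffer with MgCl2, Tween-20, BSA, BME | Schedule: 90 min reaction incubation at room temperature, dark | Technique: Resazurin-to-resorufin fluorescence via G6PDH and diaphorase coupling, 525/613 nm | Controls: DMSO wells with and without enzyme mix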
APOBEC3A inh: human APOBEC3A DNA deaminase inhibition; P31941; recombinant A3A, FAM/TAMRA ssDNA deamination fluorescence; inhibition, % at 20 µM; 330,000 tested, 0.41% active;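 active = at least 40% inhibition at 20 µM here, with at most 30% in a related deaminase screen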;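 also: plate controls were A3A with DMSO for no effect and wells lacking A3A enzyme for full effect; some results filed as inactive read as strong as hits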
Target sequence (P31941 whole entry, looked up): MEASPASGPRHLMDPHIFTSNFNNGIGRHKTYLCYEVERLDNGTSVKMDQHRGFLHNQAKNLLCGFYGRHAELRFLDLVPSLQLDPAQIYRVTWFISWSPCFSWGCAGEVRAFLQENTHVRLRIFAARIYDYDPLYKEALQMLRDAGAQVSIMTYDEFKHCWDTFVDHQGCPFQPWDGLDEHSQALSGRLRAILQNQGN
PfG6PD inh: PfG6PD (Plasmodium falciparum) enzyme inhibition | PfGluPho enzyme, NADPH resazurin-diaphorase fluorescence | inhibition, % at 20 µM | 350,000 tested, 0.78% active;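 active = inhibition reaching at least a set limit at 20 µM in the primary screen, cut at about 59% in these data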;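 also: 0% = DMSO wells with substrate and 100% = DMSO wells lacking glucose-6-phosphate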
hIAP activ: increases human intestinal alkaline phosphatase activity. 330,000 tested, 0.16% active. AID 2524. purified human IAP, CDP-Star luminescence, 30 min; stronger effect = higher value; 1 = vehicle-only enzyme, 0 = enzyme-free background. activation factor at 10 µM. P09923;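 active = activation factor of the enzyme at least 2-fold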; also: the source names both 10 and 20 µM as test concentration; values of inactives mirror those of a sister screen read the other way
An asterisk follows results filed as active; · = not tested or not shown. An unsorted share of the library; overall some 2.4% were active at least once.

SMILES | mIAP activ | ATG4B inhibitor | hIAP block | mIAP inh | HKDC1 inhibitor | APOBEC3A inh | PfG6PD inh | hIAP activ
CCn1c2ccccc2c2cc(N=C3SC(CC(=O)Nc4ccccc4OC)C(=O)N3C)ccc21 (stereo not given) | 1 | -11 | 2 | -4 | 4 | -1 | 15 | 0.98
CCC1(CC)NC(=O)N(CC(=O)OCC(=O)Nc2ccccc2OC(F)F)C1=O | 1.1 | -32 | -2 | -8 | 1 | -3 | 6 | 1
CCOC(=O)c1cc(C)sc1/N=C/C1C(=O)CCCC1=O | 0.88 | 1 | 1 | 12 | -2 | 1 | 6 | 0.99
Cc1ccc(NC(=O)CSc2n[nH]c(-c3cccnc3)n2)cc1Cl | 0.93 | -8 | 0 | 7 | 4 | 1 | 3 | 1
CC1C(=O)NN=C1C(=O)N/N=C\c1ccc(O)cc1O (stereo not given) | 0.35 | 3 | -149 | 65* | -13 | -3 | -35 | 2.5*
Cn1cc(/C=N/n2cnc3scc(-c4ccc(Cl)cc4)c3c2=O)c2ccccc21 | 1 | 4 | 17 | -2 | -2 | -2 | -5 | 0.83
O=C(c1cncc(Br)c1)N1CCN(S(=O)(=O)c2ccc3ccccc3c2)CC1 | 0.92 | -11 | 16 | 8 | 0 | 3 | 10 | 0.84
COc1ccc(OCc2cc(C(=O)N3CCCC(O)C3)no2)c2ccccc12 (stereo not given) | 0.93 | -5 | -4 | 7 | 31 | -3 | 19 | 1
Nn1c(SCc2cccc(Br)c2)nnc1-c1ccncc1 | 0.89 | -4 | -12 | 11 | -2 | -3 | -4 | 1.1
COC(=O)c1c(-c2cccs2)csc1NC(=O)CN1CCOCC1 | 1 | -9 | 6 | 0 | 0 | 1 | -10 | 0.94
Cn1c(SCC(=O)NCc2ccco2)nnc1C1CC1 | 0.97 | -5 | -3 | 3 | -4 | -1 | 5 | 1
COc1cccc(C(=O)NCCCn2ccnc2)c1 | 1.1 | 1 | -13 | -8 | -7 | 8 | -18 | 1.1

Three entries from above, sorted by the value under ATG4B inhibitor, smallest number first:
SMILES | mIAP activ | ATG4B inhibitor | hIAP block | mIAP inh | HKDC1 inhibitor | APOBEC3A inh | PfG6PD inh | hIAP activ
CCn1c2ccccc2c2cc(N=C3SC(CC(=O)Nc4ccccc4OC)C(=O)N3C)ccc21 (stereo not given) | 1 | -11 | 2 | -4 | 4 | -1 | 15 | 0.98
Cn1c(SCC(=O)NCc2ccco2)nnc1C1CC1 | 0.97 | -5 | -3 | 3 | -4 | -1 | 5 | 1
CCOC(=O)c1cc(C)sc1/N=C/C1C(=O)CCCC1=O | 0.88 | 1 | 1 | 12 | -2 | 1 | 6 | 0.99

Continuation.
SMILES | mIAP activ | ATG4B inhibitor | hIAP block | mIAP inh | HKDC1 inhibitor | APOBEC3A inh | PfG6PD inh | hIAP activ
CCOC(=O)N1CCC(NC(=O)CCS(=O)(=O)c2ccc3c(c2)CCN3C(C)=O)CC1 | 1 | 8 | 20 | -4 | 4 | 2 | -6 | 0.8
c1ccc(Cc2cc(-c3ccccc3)on2)cc1 | 1 | -12 | 1 | 0 | 7 | 4 | -3 | 0.99
CCc1nn(C(C)C(=O)NCCc2ccc(OC)c(OC)c2)c(=O)c2cc3occc3n12 (stereo not given) | 1 | -4 | -8 | 0 | 1 | 0 | -16 | 1.1
O=C(NCc1ccccn1)c1ccccc1OCc1ccc(Cl)cc1Cl | 1 | 11 | 5 | -4 | 1 | -7 | -2 | 0.95
Cc1cc(C(=O)Nc2ccccc2N2CCOCC2)c(C)o1 | 0.95 | 8 | -6 | 5 | 7 | -3 | -1 | 1.1
O=Cc1cccn1-c1ccc(O)cc1 | 0.92 | -3 | 10 | 8 | -13 | -4 | 0 | 0.9
CCn1ccnc1CN(C)Cc1cn[nH]c1-c1ccc(OC)c(F)c1 | 1.1 | -3 | -13 | -7 | -4 | 5 | -2 | 1.1
COc1ccc2[nH]cc(CCCN3C(=O)c4ccccc4C3=O)c2c1 | 1 | 13 | 14 | -3 | -6 | -3 | -1 | 0.86
O=C(NCCS(=O)(=O)NCc1ccc2c(c1)OCO2)c1ccccc1 | 0.92 | -2 | 6 | 8 | -4 | -2 | -9 | 0.94
CN(CC(=O)Nc1cccc(F)c1)C(=O)C1CCN(C(=O)c2ccc(Cl)cc2)CC1 | 0.98 | -2 | 2 | 2 | -2 | -4 | 3 | 0.98
COC(=O)CC1COc2ccccc2N1S(=O)(=O)c1ccc(OC)cc1 (stereo not given) | 0.93 | 2 | 3 | 7 | -6 | -3 | 10 | 0.97
Cc1nc2c(C)c(C)c(C)c(C)c2nc1C | 1 | -2 | -3 | -2 | 0 | 1 | 3 | 1
C[C@H](NC(=O)c1nc[nH]c1C(=O)NCC(=O)OC(C)(C)C)c1ccccc1 | 0.92 | -6 | -32 | 8 | -2 | -1 | 9 | 1.3
COc1cc(/C=N/NC(=O)c2ccc(C)nc2)cc([N+](=O)[O-])c1O | 1 | 2 | 19 | -1 | -5 | 0 | 18 | 0.81
O=C(CC1C(=O)NCCN1C(=O)Nc1ccccc1)Nc1ccc(F)cc1 (stereo not given) | 1.1 | -1 | 3 | -10 | -6 | -4 | 6 | 0.97
CCOC(=O)c1c(NC(=O)c2cc(CC(C)C)on2)sc(C(C)=O)c1C | 0.88 | 5 | 0 | 12 | -5 | -2 | 5 | 1
CNc1snc(C)c1C(=O)OCC(=O)N(C)c1ccccc1 | 0.98 | -2 | -6 | 2 | -3 | -4 | 10 | 1.1
O=C(Nc1cccc(-c2cn3cccnc3n2)c1)Nc1ccccc1F | 1 | -4 | 15 | 0 | 4 | 2 | 9 | 0.85
CCC(CCC(=O)Nc1ccn(-c2ccccc2)n1)C(=O)O (stereo not given) | 0.99 | -13 | -9 | 1 | -1 | -6 | -5 | 1.1
Cc1c(NC(=O)C(=O)/C=C(\O)c2ccc(Cl)cc2)c(=O)n(-c2ccccc2)n1C | 0.91 | -2 | -57 | 9 | 2 | 3 | -13 | 1.6
NC(=O)c1ccc(NC(=O)COC(=O)CCCOc2ccccc2)cc1 | 0.97 | -3 | -7 | 3 | 0 | 4 | -2 | 1.1
CCC/C(=C1/c2ccccc2C(=O)N1c1ccccc1)c1ccc(O[C@@H]2CCCCO2)cc1 | 0.92 | -13 | 10 | 8 | 3 | 2 | 15 | 0.9
CCOc1ccc(S(=O)(=O)NCC2CCCO2)cc1 (stereo not given) | 1.1 | 1 | 26 | -7 | 10 | 1 | -18 | 0.74
Cc1ccc2[nH]cc(S(=O)(=O)c3ccc(F)cc3)c(=O)c2c1 | 0.92 | -2 | 11 | 8 | 0 | -4 | -13 | 0.89
CCOc1cc(CNc2ccc(N3CCCC3)cc2)cc(Cl)c1OC | 0.93 | 22 | 9 | 7 | 2 | -2 | 84* | 0.91
CC(=O)c1ccc(OC(C)C)c(Cc2c(O)nc(N)[nH]c2=O)c1 | 1 | 0 | 3 | 0 | 4 | -1 | 0 | 0.97
Cc1cc(S(=O)(=O)N2CCOCC2)ccc1OCC(=O)NCC1CCCO1 (stereo not given) | 0.98 | -5 | 7 | 2 | -8 | -3 | -3 | 0.93
O=C(CN1CCN(c2ccc(O)cc2)CC1)N1CCc2ccccc21 | 1.1 | 1 | -21 | -6 | 4 | -4 | 63* | 1.2
Cc1cc(C)nc(N2CCC(C(=O)Nc3ccc4c(c3)OCCO4)CC2)n1 | 1.1 | 2 | -27 | -12 | -3 | -3 | 1 | 1.3
CC(Sc1ccccc1)C(=O)NN=C1CCCCCC1 (stereo not given) | 0.99 | 2 | -7 | 1 | -5 | -4 | -5 | 1.1
CCCCn1c(N)c(N(CCC(C)C)C(=O)c2ccccc2-n2cnnn2)c(=O)[nH]c1=O | 1 | -4 | 14 | 0 | -2 | -5 | 2 | 0.86
CCCn1c(SCC(=O)N2c3ccc(F)cc3CCC2C)nnc1-c1ccccn1 (stereo not given) | 1.1 | -12 | 13 | -6 | -2 | -3 | 38 | 0.87
Cc1cc(Cl)c(OCCCCNC(C)(C)C)c(Br)c1 | 1 | · | -23 | -4 | · | -7 | · | 1.2
Cc1ccc(C(=O)NC(C)(COc2nonc2C)COc2nonc2C)cc1 | 1.1 | 9 | -46 | -8 | -4 | -6 | 0 | 1.5
CCOc1ccc(S(=O)(=O)NCCC(=O)NCc2ccncc2)cc1 | 1 | -8 | 14 | -2 | -12 | -3 | 2 | 0.86
Cc1ccc2cc3c(N)c(C(=O)Nc4c(C)[nH]c(=O)[nH]c4=O)sc3nc2c1 | 0.92 | 10 | 5 | 8 | -4 | -4 | 40 | 0.95
CC1CCN(Cc2nc3c(c(=O)n(C)c(=O)n3C)n2CCc2ccccc2)CC1 | 1.1 | -1 | 5 | -10 | -6 | 0 | -26 | 0.95
CC1(C)SC(=S)N(NC(=O)Nc2ccccc2)C1N(O)C(=O)Nc1cccc2ccccc12 (stereo not given) | 0.95 | -33 | 4 | 5 | 2 | -4 | 19 | 0.96
O=C(Nc1ccc(Cl)c(Cl)c1)O/N=C/c1ccncc1 | 2.4* | -5 | -4 | -142 | -6 | -8 | 5 | 1
O=S(=O)(c1cccs1)N1CCCc2cccc(O)c21 | 0.86 | -7 | -2 | 14 | 25 | -4 | 93* | 1
COc1ccccc1CC(=O)Nc1ccccc1C(=O)O | 1.1 | 2 | -5 | -13 | 6 | 3 | -4 | 1.1
O=C(O)c1ccc2c(=O)n3c(nc2c1)/C(=C/c1ccc(Cl)cc1Cl)CC3 | 0.98 | -2 | 4 | 2 | 12 | 1 | -7 | 0.96
CCOC(=O)N/N=C\c1ccc([N+](=O)[O-])s1 | 0.87 | -9 | 7 | 13 | -9 | 1 | 10 | 0.93
CC(C)n1ncc2c(C(=O)NCc3ccccc3CN(C)C)cc(C3CC3)nc21 | 0.95 | 4 | 7 | 5 | -4 | -2 | 12 | 0.93
CCOc1ccccc1NC(=O)c1ccccc1NS(C)(=O)=O | 1.1 | -4 | 1 | -6 | -3 | -1 | 6 | 0.99
COCCn1c(SCC(=O)Nc2ccccc2)nc2c(oc3ccccc32)c1=O | 0.98 | -4 | -10 | 2 | -6 | -4 | -11 | 1.1
COc1ccc(S(=O)(=O)N2CC3CCCN3c3cc(C(F)(F)F)ccc32)cc1 (stereo not given) | 0.96 | -2 | 9 | 4 | 2 | 1 | -1 | 0.91
Nc1ncnc2c1ncn2[C@@H]1O[C@H](CNCC(O)CO)[C@@H](O)[C@H]1O (stereo not given in full) | 1 | -4 | · | -2 | -7 | -1 | -1 | ·
Cc1ccc(C(=O)CSc2nn3c(=O)c(C(C)(C)C)nnc3s2)cc1 | 0.7 | 2 | 5 | 30 | -10 | -1 | -1 | 0.95
NS(=O)(=O)c1ccc(N2CCN(C(=O)c3ccco3)CC2)nc1 | 1.1 | -3 | 0 | -7 | -4 | -5 | -4 | 1
Cc1ccc(Cl)cc1NC(=S)N(Cc1ccco1)C(C)c1cccs1 (stereo not given) | 1 | -9 | -12 | 0 | -6 | -2 | 21 | 1.1
COc1ccccc1CNC(=S)NCc1ccc(Cl)cc1 | 1.5 | 17 | -5 | -45 | 3 | -6 | 7 | 1.1
Cc1cc(SCC(=O)N/N=C/c2ccc(O)cc2O)c(C)cc1Br | 0.88 | 1 | -36 | 12 | -34 | 2 | -31 | 1.4
Cc1c(NC(=O)CSc2ccc(Cl)cc2)cccc1-c1nc2ncccc2o1 | 1.1 | -11 | 22 | -5 | 5 | -1 | -8 | 0.78
COc1ccc(CNC(=O)CSc2n[nH]c(N)n2)cc1OC | 0.96 | 1 | 6 | 4 | -7 | 2 | 8 | 0.94
O=C(N/N=C/c1ccc([N+](=O)[O-])cc1)c1ccc2nc[nH]c2c1 | 0.9 | -12 | -14 | 10 | 6 | -3 | -6 | 1.1

Screening results as filed in PubChem.
